miR-122 sensor: miR-122 inhibition in Huh7 cells. AID 602342. activation (reporter increase), % at 12.5 µM. actives 0.3% (n = 340,000). Huh7 miR-122 Renilla luciferase sensor, 48 h; neutral wells = 0, positive control = 100;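 active = mean replicate activation score at least 90 and every replicate individually at or above 90; inconclusive = only one of the two criteria met; inactive = neither criterion met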;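 also: higher luciferase means less miR-122 activity so hits act as miR-122 inhibitors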
ERAP1 HTS inh: blocks human ERAP1 aminopeptidase activity | Q9NZ08 | recombinant ERAP1, Leu-AMC fluorescence, 60 min | inhibition, % at 10.7 µM | actives 0.15% (n = 340,000);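 active = mean replicate inhibition of at least 30%, or all replicates individually reaching that 30% level; inactive = mean below 30% and not every replicate reaching it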;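 also: 0% = neutral control wells and 100% = L-leucinethiol positive control wells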
RAD52 inh: inhibitors of human RAD52 DNA annealing | recombinant RAD52 DNA annealing, FRET fluorescence | inhibition, % at 18.7 µM | actives 0.46% (n = 360,000);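 active = every replicate showing at least 50% inhibition; inconclusive = mean inhibition at least 50% but not in every replicate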
Target sequence (P43351 whole entry, looked up): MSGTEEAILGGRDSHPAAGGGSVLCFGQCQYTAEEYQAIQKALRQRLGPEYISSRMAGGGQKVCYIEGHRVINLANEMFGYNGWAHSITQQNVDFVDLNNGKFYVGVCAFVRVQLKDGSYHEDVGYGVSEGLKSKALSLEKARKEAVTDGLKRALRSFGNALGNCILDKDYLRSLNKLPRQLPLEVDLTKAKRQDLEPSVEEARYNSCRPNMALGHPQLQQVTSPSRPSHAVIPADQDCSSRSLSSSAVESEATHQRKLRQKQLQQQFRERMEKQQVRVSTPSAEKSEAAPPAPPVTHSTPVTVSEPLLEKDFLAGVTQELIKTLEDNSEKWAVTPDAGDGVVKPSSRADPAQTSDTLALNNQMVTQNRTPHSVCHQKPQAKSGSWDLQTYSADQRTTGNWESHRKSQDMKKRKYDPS
RAD54 branch: blocks human RAD54 Holliday junction branch migration. FAM/BHQ fluorescence. Q92698. actives 0.14% (n = 360,000). AID 602329. inhibition, % at 10.4 µM;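 active = mean normalized replicate activity at least 40 and at least half of replicates scoring 40 or more; inconclusive = only one of the two criteria met; inactive = mean below 40 and under half of replicates reaching 40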;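 also: 0% = median of neutral control wells and 100% = median of positive control wells; inhibitors cause a drop in the FAM fluorescence signal; in these data hits start at about 50%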
Cneo AK release: causes C. neoformans cell lysis; adenylate kinase release luminescence, 4 h; normalised: neutral wells 0, clomiphene wells 100; lysis activity, % at 15 µM; actives 0.2% (n = 360,000);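 active = mean lysis activity across replicates of at least 80%, whatever share of replicates individually reach that level; inactive = mean lysis activity below 80%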
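Assay system: Cryptococcus neoformans yeast cells / Dosing: single-point compound dose / Timing: 4 h at 37 °C static, read 1 h later / Measured by: luminescence of released adenylate kinase using an AK detection reagent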
E-selectin induc: E-selectin induction on HUVECs. actives 0.37% (n = 260,000). HUVEC E-selectin immunofluorescence imaging; normalized: neutral wells 0, TNF-alpha wells 100. activation, % at 7.58 µM;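 active = mean E-selectin-positive cell signal at least 10% of the positive control, reached in at least 60% of replicates, without over 20% cell loss; inconclusive = no rule given, readout overlaps actives, possibly toxicity-flagged; inactive = the rest, including those meeting only one limit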;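 also: in these data hits start at about 27%; measured in HUVEC primary endothelial cells; signal is the percent of cells scored E-selectin positive by PE staining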
Target sequence (P16581 whole entry, looked up): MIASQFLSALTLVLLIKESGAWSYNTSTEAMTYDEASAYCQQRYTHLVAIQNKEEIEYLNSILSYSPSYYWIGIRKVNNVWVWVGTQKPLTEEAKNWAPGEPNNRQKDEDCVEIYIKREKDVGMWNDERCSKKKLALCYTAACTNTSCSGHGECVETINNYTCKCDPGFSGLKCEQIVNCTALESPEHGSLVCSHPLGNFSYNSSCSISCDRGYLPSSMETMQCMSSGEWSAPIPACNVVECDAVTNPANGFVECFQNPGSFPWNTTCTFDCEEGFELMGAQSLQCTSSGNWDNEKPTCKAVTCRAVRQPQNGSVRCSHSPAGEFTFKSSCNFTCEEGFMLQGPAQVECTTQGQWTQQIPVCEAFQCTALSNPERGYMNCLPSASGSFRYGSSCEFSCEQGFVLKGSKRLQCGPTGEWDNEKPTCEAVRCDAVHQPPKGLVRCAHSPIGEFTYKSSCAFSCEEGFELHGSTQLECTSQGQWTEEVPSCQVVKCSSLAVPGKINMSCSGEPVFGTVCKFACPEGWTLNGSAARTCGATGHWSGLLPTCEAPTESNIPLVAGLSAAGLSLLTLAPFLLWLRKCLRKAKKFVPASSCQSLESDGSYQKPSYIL
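System: HUVEC / Compound: single concentration / Signal: immunofluorescence imaging / Read-out: percent E-selectin-positive cells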
PglD DTNB: blocks C. jejuni PglD acetyltransferase activity. purified PglD enzyme, DTNB colorimetric CoA detection. inhibition, % at 12.5 µM. actives 0.098% (n = 360,000); in the data active = inhibition above about 16%, passing the limit was not always enough; inconclusive = no clear call, values can overlap the other calls; also: strong numbers were not always called active
PGC1a acetyl inh: lowers PGC1a acetylation signal in U2OS cells; AlphaScreen anti-acetyl-lysine; with virally co-expressed GCN5 acetyltransferase; inhibition, % at 15.6 µM; actives 0.17% (n = 350,000); AID 651687;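 active = every replicate shows inhibition of at least 40%; inconclusive = mean inhibition at least 40% but some replicate below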;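 also: 0% = neutral control wells and 100% = positive control wells; some results beyond the cut were filed as inactive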
Active calls of the source: *; ? = inconclusive; . = no result given; & = joins results of further samples; [ ] = dose if it differs, or a comment.

Every second line gives: miR-122 sensor	ERAP1 HTS inh	RAD52 inh	RAD54 branch	Cneo AK release	E-selectin induc	PglD DTNB	PGC1a acetyl inh
O=C(NCc1ccncc1)C(=O)NCC(c1ccco1)N1CCN(c2ccc(F)cc2)CC1 (configuration not stated)
  7.1	.	.	-3.0	0.3	.	-3.5	4.5
C[C@@H]1CCCCO[C@@H](CN(C)S(=O)(=O)c2cn(C)cn2)[C@H](C)CN([C@H](C)CO)C(=O)c2cc(NC(=O)Nc3cccc4ccccc34)ccc2O1
  2.9[16.7 µM]	-1.7	-5.3	-12.2	2.5	0.9	0.2	-3.9
CCOC(=O)CC(=O)CSc1ncnc2c1cnn2-c1ccccc1
  0.3	.	.	0.0	5.5	.	6.5	1.4
O=C(C[C@H]1CC[C@H]2[C@@H](COC[C@@H](O)CN2C(=O)c2cnccn2)O1)NCc1ccc(Oc2ccccc2)cc1
  5.9[16.7 µM]	-1.9	-1.5	5.4	0.1	-0.1&-0.2	-0.7	7.1
CC(C)(C)C(=O)N1CCN(c2ccc([N+](=O)[O-])c(NCC3CCCO3)c2)CC1 (configuration not stated)
  -0.7	2.6	-17.5	-4.6	2.0	.	-2.8	-10.1
CCOCc1cnc(C)nc1NCC(=O)c1c(C)[nH]c2ccc(OC)cc12
  -1.7	.	.	22.4	-0.8	.	-3.6	-1.3
COc1ccc(S(=O)(=O)N2CCCCC2)cc1NC(=O)c1ccc(Cl)nc1
  -3.5	6.2	-13.7	6.2	-1.0	.	2.2	-3.7
Cc1ccc(NC(=O)C2CCN(S(=O)(=O)c3cccc4nonc34)CC2)nc1
  2.6	.	.	2.5	-0.3	.	1.3	-6.3
CCC(=O)N1CCCCN2[C@H](CO)[C@@H](c3ccc(C#CCOC)cc3)[C@@H]2C1
  3.4[16.7 µM]	-3.6	-5.8	-4.5	-2.4	-0.2	-0.3	7.0
O=C(N/N=C/c1ccsc1)c1ccc2c(c1)OCO2
  .	-1.2	-1.6	9.1	-0.7	2.3	4.9	.
CCOc1ccc2[nH]c(=O)c(CN(Cc3cccnc3)C(=O)Nc3ccccc3OC)cc2c1
  -2.5	.	.	3.0	-0.6	.	0.8	6.7
Nc1nc(SCc2ccc(Cl)cc2)[nH]c(=O)c1-c1ccccc1
  -9.4	.	.	5.2	0.7	.	-0.4	2.8
O=C1C(Nc2cccc(O)c2)=C(N2CCCCC2)C(=O)c2ccccc21
  7.7	.	.	7.4	-4.9	.	-5.9	-10.4
CCc1ccc(C(=O)COC(=O)c2ccco2)cc1
  .	-0.5	-17.7	-4.3	6.4	-0.1	-5.3	.
CC(C)(C)CC(=O)Nc1cc(S(=O)(=O)N2CCOCC2)ccc1N1CCCC1
  -7.0	4.3	-18.3	-7.8	2.3	-0.1	-0.5	7.6
CC(=O)c1cc(F)c(N2CCN(C(=O)c3ccco3)CC2)cc1C
  -10.1	.	.	1.3	2.0	.	5.4	-8.4
O=C(c1ccccc1F)N1CC(=O)N2[C@H](CO)[C@@H](c3ccc(C#Cc4ccccc4)cc3)[C@@H]2C1
  .	1.5	1.9	.	.	-0.2	.	-4.9
CN1C(=O)c2cc(NC(=O)c3ccccc3)ccc2OC[C@H]2O[C@@H](CC(=O)O)CC[C@@H]21
  1.6[16.7 µM]	0.5	-11.6	-6.8	6.0	0.4	-1.6	2.9
CCc1noc(C)c1C(=O)OCC(=O)NC(=O)c1ccccc1
  .	4.1	-12.4	3.0	-0.9	3.7	.	.
O=C(CSc1nnc(-c2ccncc2)n1C1CCCCC1)Nc1ccccc1
  3.2	.	.	7.6	1.8	.	-0.6	9.2

(list continues)
Every second line gives: miR-122 sensor	ERAP1 HTS inh	RAD52 inh	RAD54 branch	Cneo AK release	E-selectin induc	PglD DTNB	PGC1a acetyl inh
COC(=O)c1c(NC(=S)Nc2cc(OC)c(Cl)cc2OC)sc2c1CCCCC2
  1.7	.	.	3.9	0.2	.	-3.3	1.7
Cc1ccc(NC(=O)CCC(=O)N/N=C/c2coc3ccc(F)cc3c2=O)cc1
  5.5	.	-18.1	7.9	2.1	0.2	1.7	-1.4
O=C(NCCCN1CCOCC1)C1CCCN(S(=O)(=O)N2CCCCC2)C1 (configuration not stated)
  -8.3	-3.5	-5.5	-17.5	8.8	-0.2	-2.9	-4.8
COc1cc(C(=O)NC2CCN(C)CC2)ccc1Nc1ncc2c(n1)N(C1CCCCC1)CCC(=O)N2C
  .	-3.3	96.9*	78.2*	5.8	-0.2	1.0	.
COc1ccc(Cl)cc1S(=O)(=O)NCCCn1ccnc1
  53.9	-1.2	0.5	0.8	0.8	.	5.8	-1.2
CC(C)C(=O)Nc1ccc2c(c1)C(=O)N(C)[C@H]1CC[C@@H](CC(=O)N[C@H](C)c3ccccc3)O[C@@H]1CO2
  -26.7[16.7 µM]	.	.	5.2	-2.9	0.0	2.1	-5.2
Fc1ccccc1Cc1nnc2n1N=C(c1ccc(Cl)cc1)CS2
  -1.5	.	.	-2.6	1.5	.	0.4	-3.6
CCCN(C(=O)CSc1ncccn1)C1CCS(=O)(=O)C1 (configuration not stated)
  -3.4	-1.8	-2.8	-0.4	-0.7	0.6	-3.3	12.4
O=C(C[C@H]1CC[C@@H](NC(=O)Nc2ccc(F)cc2)[C@@H](CO)O1)NCCN1CCCC1
  .	-9.4	-4.6	5.5	2.0	0.0	1.9	21.2
O=C(NC(=S)N1CCN(c2ccc([N+](=O)[O-])cc2)CC1)c1ccco1
  1.0	-2.4	-18.4	17.9	-0.7	0.0	-1.7	-0.4
CO[C@@H]1CC[C@H]2CCOc3c(C#N)cccc3C(=O)N(C)C[C@@H](c3ccccc3)CC(=O)N(C)C[C@@H]1O2
  .	0.9	0.1	-5.0	12.5	0.0	0.1	3.4
O=C1CSC(=Nc2ccc(Cl)cc2)N1Cc1cccnc1
  2.7	.	-9.2	4.3	4.5	.	1.9	-9.4
O=C(c1cccs1)N(Cc1cccc(F)c1)C1CCS(=O)(=O)C1 (configuration not stated)
  .	-0.8	-5.0	5.8	0.2	.	6.0	-3.1
Cc1nnc(NC(=O)CSc2nnc(NC(=O)C(C)(C)C)s2)s1
  6.2	0.9	-6.6	-0.8	2.5	.	-2.1	14.6
CCCN(C)C[C@@H]1OCCCC[C@@H](C)Oc2ccc(NC(=O)Nc3ccc4c(c3)OCO4)cc2C(=O)N([C@H](C)CO)C[C@H]1C
  5.3[16.7 µM]	0.0	31.1	-0.7	0.9	0.0	0.9	-1.7
CCN(CC)CC(=O)Nc1c(C#N)cnn1-c1ccccc1
  -2.9	-4.0	-2.6	5.7	1.7	0.4	-2.3	1.4
CC(C)NC(=O)N(C)C[C@@H]1Oc2ncc(C#Cc3ccncc3)cc2C(=O)N([C@H](C)CO)C[C@H]1C
  8.3[16.7 µM]	3.1	5.4	-13.8	55.3	-0.3	-0.1	-12.6
C[C@@H]1CN([C@@H](C)CO)C(=O)c2cc(NC(=O)Cc3ccccc3)ccc2O[C@@H](C)CCCCO[C@H]1CN(C)Cc1ccccc1
  5.4[16.7 µM]	0.3	5.3	-1.9	3.6	.	-2.0	11.6
CC(=O)c1sc(N2CCOCC2)nc1-c1ccccc1
  -4.0	2.3	-2.0	3.5	-4.0	5.1	-3.1	-2.9
CCc1ccc(OCC(O)CN2CCN(c3ccccn3)CC2)cc1 (configuration not stated)
  .	-2.8	-5.8	-9.7	-1.0	-0.3	1.0	.

Record cards, as listed above. Screens in order: miR-122 sensor	ERAP1 HTS inh	RAD52 inh	RAD54 branch	Cneo AK release	E-selectin induc	PglD DTNB	PGC1a acetyl inh
Results for Cc1ccc(NC(=O)CCC(=O)N/N=C/c2coc3ccc(F)cc3c2=O)cc1 → 5.5	.	-18.1	7.9	2.1	0.2	1.7	-1.4
Results for Cc1nnc(NC(=O)CSc2nnc(NC(=O)C(C)(C)C)s2)s1 → 6.2	0.9	-6.6	-0.8	2.5	.	-2.1	14.6

Carrying on.
Every second line gives: miR-122 sensor	ERAP1 HTS inh	RAD52 inh	RAD54 branch	Cneo AK release	E-selectin induc	PglD DTNB	PGC1a acetyl inh
COc1ccc(NC(=O)N(C)C[C@H]2Oc3ccc(NC(=O)Cc4ccccc4)cc3C(=O)N([C@H](C)CO)C[C@@H]2C)cc1
  -8.9	-2.2&-1.3	-2.1&10.7	-3.1&2.2	-0.1&-1.3	0.2&-0.1	2.3&-1.7	1.1
CC(C)CCn1cnc2c(cnn2-c2ccc(F)cc2)c1=O
  -4.2	.	.	-1.1	-0.7	.	-5.2	-0.6
C[C@@H]1CN([C@H](C)CO)C(=O)c2cc(C#CC3(O)CCCC3)cnc2O[C@@H]1CN(C)C(=O)Cc1ccncc1
  -0.4[16.7 µM]	-4.5	-7.2	-6.7	0.2	1.6	0.7	13.4
Cc1cc(C)n2ncc(C(=O)Nc3ccc4c(c3)OCO4)c2n1
  3.2	.	.	13.5	-0.6	.	1.6	-8.9
O=S1(=O)C[C@H](N2CCN(CCO)CC2)[C@@H](COCc2ccccc2)N1
  -3.8	.	-16.9	-2.1	0.3	3.1	-4.1	13.0
CN(C(=O)COC(=O)c1ccc(Cl)c(N)c1)c1ccccc1
  0.7	0.7	0.6	-4.0	2.9	.	0.1	-5.7
CC(Oc1ccc(Cl)cc1)c1ccnc(N)n1 (configuration not stated)
  .	-0.3	-10.5	.	.	-5.1	.	2.3
CN1C(=O)c2cc(NC(=O)Cc3cccs3)ccc2OC[C@@H]2O[C@H](CC(=O)NCc3ccc(-c4ccccc4)cc3)CC[C@@H]21
  188.3*[16.7 µM]	-0.2	-5.5	0.3	-2.6	.	-2.0	-3.8
CCOc1cccc(CN2CCCC(CNC(=O)c3cccc(OC)c3OC)C2)c1 (configuration not stated)
  .	-1.7	-3.8	4.6	0.6	0.0	4.3	.
Cn1c(C(=O)NCCCN2CCOCC2)cc2c(=O)n(C)c3ccccc3c21
  -3.4	-1.1	15.0	?	-1.1	-0.1	0.0	-4.7
CCOC(=O)C(NCc1ccccc1OC)(NC(C)=O)C(F)(F)F (configuration not stated)
  -8.1	.	.	-14.5	0.2	1.5	-0.8	-0.9
CCOC(=O)[C@@H]1[C@H]2COc3cc(OC)ccc3[C@H]2N2C(=O)N(c3ccc(C)cc3)C(=O)[C@]12C
  -3.0	-1.0	-6.8	1.7	-1.5	-0.1	-3.2	8.5
COc1ccc(S(=O)(=O)Nc2ccc3c(c2)C(=O)N([C@H](C)CO)C[C@H](C)[C@@H](CN(C)S(=O)(=O)c2c(C)noc2C)O3)cc1
  0.4	.	-65.4	6.6	-0.9	0.4	6.7	-2.0
CC1=NN(C(N)=S)C(=O)C1N=Nc1c(Br)cc(Br)cc1Br (configuration not stated)
  .	1.2	2.7	-6.8	6.8	0.0	-7.6	.
O=C(Nc1ccc(OCC(=O)N2CCC(Cc3ccccc3)CC2)cc1)c1ccco1
  -9.9	.	.	8.1	0.8	.	5.8	-67.4
C[C@H](CO)N1C[C@H](C)[C@@H](CN(C)C(=O)NC2CCCCC2)Oc2ncc(Br)cc2C1=O
  0.2	-2.0&-13.5	-5.8&1.9	-4.6&-0.5	-1.2&-1.2	0.0&0.7	0.4&-0.4	4.1
CCN(CC(=O)NCc1cccs1)c1nnnn1-c1ccccc1
  -5.2	.	.	-16.1	4.9	0.5	1.9	6.1
Cc1ccc(S(=O)(=O)N2CC(C)C(=O)CC2C)cc1 (configuration not stated)
  1.8	2.0	-3.2	-1.7	1.2	0.0	3.3	-5.6
CCNC(=O)[C@@H]1[C@@H](CO)[C@@H]2Cn3c(ccc(-c4ccccc4)c3=O)[C@@H]2N1C(=O)C1CC1
  2.3[16.7 µM]	-2.5	-2.5	4.7	1.7	-0.1	-3.4	.
CCNC(=O)C[C@H]1CC[C@H](NC(=O)C2CCC2)[C@H](CO)O1
  .	-0.9	-8.0	-0.2	-1.3	-0.1	-0.2	1.2
